GLP-1R agonist: GLP-1 receptor (human) agonism | HEK293 GLP-1R CRE-luciferase, luminescence, 4-6 h; cells express a hypersensitive GLP-1R form | 380,000 compounds, 0.007% hits | Potency, µM (series often up to 45.6 µM), for inactives: at the highest dose activation, usual class: activators | P43220; note: % of control where 0% means no effect
Target sequence (P43220 whole entry, looked up): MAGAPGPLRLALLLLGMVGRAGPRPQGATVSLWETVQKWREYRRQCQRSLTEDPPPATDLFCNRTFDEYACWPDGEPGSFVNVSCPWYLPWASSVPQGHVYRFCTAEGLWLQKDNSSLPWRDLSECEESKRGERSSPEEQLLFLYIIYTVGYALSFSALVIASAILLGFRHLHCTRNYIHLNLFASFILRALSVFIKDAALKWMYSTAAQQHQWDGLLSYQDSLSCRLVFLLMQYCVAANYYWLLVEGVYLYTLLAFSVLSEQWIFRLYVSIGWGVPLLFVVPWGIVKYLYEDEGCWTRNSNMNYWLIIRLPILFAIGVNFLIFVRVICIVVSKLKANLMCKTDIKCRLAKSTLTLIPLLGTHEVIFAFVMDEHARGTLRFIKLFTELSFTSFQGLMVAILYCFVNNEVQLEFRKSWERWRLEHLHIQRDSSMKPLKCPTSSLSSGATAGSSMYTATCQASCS
KB-V1 cytotox: KB-V1 MDR subline cytotoxicity. AID 1347076. Potency, µM (series often up to 46.1 µM), without a hit: top-dose activity change, negative = cytotoxicity, hits mostly cytotoxic. KB-V1 MDR cells viability, CellTiter-Glo, 72 h. 400,000 compounds, 3.4% hits; note: % is set by controls: 0 for no effect and ±100 for the full control effect; nearly all actives have a fitted effect of over 60% in size
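Compound-treated KB-V1 multidrug-resistant cells, 72 h, 37 degrees C; viability by CellTiter-Glo. Fitted qHTS curves give the values.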
HEK293 tox: cytotoxic in the GLP-1 receptor inverse agonist counter-screen | 410,000 compounds, 0.13% hits | HEK293 cAMP-luciferase reporter cells, luminescence, 24 h | Potency, µM (titrated, usually from 38.3 µM), for inactives: at the top dose activity change, negative = inhibition, hits mostly inhibitors;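 note: loss of luciferase light is scored as toxicity; % is set by controls: 0 for no effect and ±100 for the full control effect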
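Cells in DMEM/10% Nu serum/1% pen-strep, 1536-well format. Pre-incubated 12 h, dosed with 23 nL compound, incubated a further 24 h. Luciferase detection, 12 min at room temp, luminescence.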
TDP-43 yeast inh: inhibitors of TDP-43 toxicity in yeast | Potency, µM (top dose mostly 46.1 µM), without a hit: at the top dose growth rescue (activation), most hits filed as activators | 410,000 compounds, 1.8% hits | AID 652104 | TDP-43 expressing yeast growth rescue, BacTiter-Glo, 24 h; note: % of control where 0% means no effect; nearly all actives have a fitted effect of over 50% in size
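In this qHTS, compounds that restore growth of yeast expressing TDP-43 appear as activators. Cells (OD600=0.02, galactose medium, raffinose-pregrown) are incubated with compound 24 hr at 30 deg C and growth is quantified by BacTiter-Glo.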
HT1080 IDH1KD tx: kills HT-1080 cells with IDH1 knockdown; HT-1080 IDH1 knockdown viability, ATP luminescence, 48 h; Potency, µM (doses to about 46.1 µM), for the others: at the top dose activity, negative = toxicity, most hits filed as cytotoxic; 360,000 compounds, 2% hits;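 note: 0% = DMSO wells and -100% = cell-free medium wells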
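In this qHTS, HT-1080 cells depleted of IDH1 are exposed for 48 h at 37 °C to compound titrations. Toxicity is scored from CellTiter-Glo luminescence, with DMSO as full viability and medium alone as none.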
KB-3-1 tox: kills parental KB-3-1 adenocarcinoma cells. KB-3-1 viability, CellTiter-Glo ATP luminescence, 72 h. Potency, µM (series often up to 46.1 µM), without a hit: top-dose activity change, negative = cytotoxic, hits mostly cytotoxic. 400,000 compounds, 1.4% hits. AID 1347075; note: % is set by controls: 0 for no effect and ±100 for the full control effect; nearly all actives have a fitted effect of over 60% in size
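Cytotoxicity in the drug-sensitive parental line KB-3-1 was scored as loss of CellTiter-Glo luminescence following 72 h incubation with compound. Values come from curve fitting of normalized concentration-response data.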
HT1080-NT tox: kills 2HG-producing HT-1080-NT fibrosarcoma cells; HT-1080-NT fibrosarcoma viability, CellTiter-Glo ATP luminescence, 48 h; Potency, µM (doses to about 46.1 µM), for inactives: at the highest dose activity, negative = less viability, usual class: cytotoxic; 360,000 compounds, 1.6% hits; AID 686970;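 note: NT is the 2HG producing partner of a matched IDH1 knockdown line; 0% = DMSO-treated cells and -100% = media-only wells without cells; nearly all actives have a fitted effect of over 55% in size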
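Fibrosarcoma NT cells, 750 per well in 5% FBS RPMI, were exposed to compound for 48 hours. Viability: CellTiter-Glo luminescence.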
SW480 rereplic: induces DNA re-replication in SW480 colon adenocarcinoma cells | SW480 DNA re-replication, Hoechst DNA content imaging, 48 h | Potency, µM (highest dose often 46.1 µM), for the others: at the highest dose re-replication activation, usual class: activators | 340,000 compounds, 1.8% hits | AID 624297; note: % of control where 0% means no effect; nearly all actives have a fitted effect of over 55% in size
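Compounds, transferred as 23 nL by pin tool, were incubated with cells for 48 hr; DNA content per nucleus was then quantified by Hoechst staining and fluorescence plate imaging.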
GLP-1R inv ag: inverse agonists of human GLP-1 receptor; Potency, µM (top dose mostly 38.3 µM), for inactives: at the top dose activity change, negative = inhibition, usual class: inhibitors; P43220; 410,000 compounds, 1.6% hits; HEK293 GLP-1R CRE-luciferase, luminescence, 24 h; GLP-1R form is constitutively active; note: % is set by controls: 0 for no effect and ±100 for the full control effect; nearly all actives have a fitted effect of over 55% in size
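Stable HEK293 clone (constitutively active GLP-1R + cAMP-response luciferase); 200 cells/uL plated, 12 h pre-culture, compound 24 hr, 37 deg C/5% CO2; detection reagent 12 min RT; luminescence.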
The depositor's hits bear a star; ? = inconclusive; · = not tested or not shown; [ ] = dose if it differs, or a comment. Calls come from the whole dose curve; as a rule, active = well fitted curve in the direction sought with a large enough effect; inconclusive = small, poorly fitted or top-dose-only effect, or another doubt; inactive = no such curve, though single readings can be large; an effect the other way counts as inactive or inconclusive. Potency is the fitted concentration of half-maximal effect.

SMILES	GLP-1R agonist	KB-V1 cytotox	HEK293 tox	TDP-43 yeast inh	HT1080 IDH1KD tx	KB-3-1 tox	HT1080-NT tox	SW480 rereplic	GLP-1R inv ag
Cc1cc(S(=O)(=O)NCc2ccccc2)ccc1OCC(=O)N1CCOCC1	16%	-3%	1%	-12%	9%	-14%	-2%	-19%	-15%
CN(C)CCN1CCN(C2CN(Cc3cn(Cc4cccc(Cl)c4)nn3)S(=O)(=O)C2)CC1 (stereo not drawn)	7%	1%	6%	?	11%	4%	22%	·	30%[activator]
CC(=O)Nc1ccc(NC(=O)C(C)OC(=O)/C=C/c2ccc3c(c2)OCO3)cc1 (stereo not drawn)	-3%	-1%	-3%	22%	10%	0%	6%	-1%	13%
CCCNC(=O)C(NS(=O)(=O)c1cccc2nsnc12)c1ccccc1 (stereo not drawn)	0%	-1%	-7%	3%	-13%	11%	-1%	-3%	-7%
CC(=O)c1cccc(NC(=O)c2ccc3c(c2)N(Cc2ccc(C)cc2)CCS3)c1	·	11%	-4%	12%	·	-4%	·	·	-10%
O=C(NC1=NCCS1)c1cc(-c2ccc(F)cc2)nc2ccccc12	2%	-13%	-18%	9%	-2%	8%	0%	-4%	?
COCCCC1CCN(C(=O)C2CCC(=O)N(CCCc3ccccc3)C2)CC1 (stereo not drawn)	-3%	?	-12%	10%	-3%	0%	0%	·	-18%
O=C1[C@@H]2CSCN2C(=O)CN1Cc1c(F)cccc1Cl	6%	-4%	6%	-9%	9%	9%	2%	-5%	22%
CCNC(=O)CCCN1C(=O)CCn2nc(-c3cccn3C)cc21	·	-1%	1%	12%	·	-3%	·	·	15%
CCCCCCn1c(=O)n2n(c1=O)C[C@]1(OC(=O)NC3CC3)CN(S(=O)(=O)c3ccc(C)cc3)C[C@]1(O)C2	7%	0%	16%	24%	-9%	1%	-13%	·	?
COc1ccc(-c2csc(N(CC3CCCO3)C(=O)c3ccccc3)n2)cc1 (stereo not drawn)	0%	-2%	0%	19%	-22%	-18%	-23%	-1%	-1%
CCOC(=O)c1cc2ccccc2n1CC(=O)c1ccccc1	12%	1%	-9%	-6%	-15%	17%	-16%	0%	-21%
Cc1cc(C)n(CC(O)COc2ccc(F)cc2)n1 (stereo not drawn)	-4%	-2%	4%	?	1%	4%	5%	-12%	6%
CCOC(=O)CCc1c(C)c(C#N)c2nc3ccccc3n2c1-n1ccnc1C	-4%	13%	1%	-18%	0%	-4%	4%	-3%	29%
Cc1ccc(Cc2cnc(NC(=O)c3ccc4c(c3)CC(c3ccccc3)OC4=O)s2)cc1 (stereo not drawn)	·	6%	0%	11%	·	0%	·	·	5%
COc1ccc(NC(=O)Cn2c(-c3ccccc3)cc(C(C)=O)c2C)c(OC)c1	5%	-19%	-1%	-4%	1%	3%	4%	21%	-42%
COc1ccc(-c2ccnc3nc(/N=C/N(C)C)nn23)cc1	4%	3%	10%	-8%	2%	-19%	12%	23%	32%[activator]
COc1ccc(-c2cc(=O)oc3cc(OCC(=O)NCCN4CCOCC4)ccc23)cc1	-3%	-1%	2%	1%	8%	9%	8%	0%	11%
CC(C)CN(C(=O)CCNC(=O)c1ccc(Cl)cc1)C1CCS(=O)(=O)C1 (stereo not drawn)	9%	-6%	-5%	0%	9%	-5%	-2%	-8%	-3%
CCc1ccc2[nH]c(=O)c(CN(CCCN3CCOCC3)C(=O)Nc3ccc(F)cc3)cc2c1	-9%	-22%	-23%	5%	?	?	?	-1%	?
Clc1cccc2sc(N3CCOCC3)nc12	?	5%	28%	23%	3%	-1%	-1%	-2%	31%[activator]
COc1ccc(CN2CCNC(=O)C2CC(=O)N(C)CC2CCOCC2)c(F)c1 (stereo not drawn)	2%	-1%	7%	4%	11%	1%	5%	2%	1%
Cc1c(NC(=O)C(C)OC(=O)c2c3c(nc4ccccc24)CCC3)c(=O)n(-c2ccccc2)n1C (stereo not drawn)	?	-11%	14%	0%	2%	0%	1%	-5%	-1%
O=C(O)c1ccc2c(c1)C(=O)N(c1cccc3ccccc13)C2=O	4%	?	1%	-16%	12%	-5%	?	-13%	6%
CCC(C)NC(=O)c1ccc(NS(=O)(=O)c2ccc3[nH]c(=O)[nH]c3c2)cc1 (stereo not drawn)	9%	·	1%	-9%	-1%	·	0%	1%	5%
Cc1cccc(-c2nc3c(c(SCC(=O)N4CCOCC4)n2)COC(C)(C)C3)c1	-1%	0%	1%	12%	19%	28%	19%	4%	-13%
CC(=O)N(C)C1=C(O)c2ccccc2C(=O)C1=O	4%	5%	10%	0%	4%	5%	0%	5%	31%
CC1(C)N=C(c2ccc(Cl)cc2)C(=O)N1	-10%	-4%	7%	-14%	-3%	-13%	6%	-2%	1%
COc1ccc(N2CCN(C3CC(=O)N(C)C3=O)CC2)cc1 (stereo not drawn)	-1%	1%	0%	-14%	8%	5%	8%	-1%[9.22 µM]	7%
CCO[C@@H]1OC(C(=O)NC2CC2)=C[C@H](c2ccc(Br)cc2)[C@H]1CCCO	9%	-1%	3%	15%	8%	15%	-2%	-9%	-19%
O=C(Nc1ccc(S(=O)(=O)Nc2nccs2)cc1)c1cccc(F)c1	7%	2%	5%	-9%	1%	-2%	-18%	2%	-8%
COc1ccc(CNC(=O)c2sc(=O)n(Cc3ccccc3OC)c2C)cc1	6%	9.2µM*	8%	25µM*	6%	?	7%	·	4%
Cc1ccc2cc(C)c(SCC(=O)Nc3ccc(S(=O)(=O)N4CCCC4)cc3)nc2c1	12%	-7%	-2%	-11%	-7%	0%	4%	-13%	-29%
CN(C)S(=O)(=O)c1cccc(C(=O)OCC(=O)NCc2ccccc2)c1	-8%	1%	2%	5%	2%	10%	3%	-4%	0%
O=C(NC1CC1)c1ccc(N2CCCCC2)c([N+](=O)[O-])c1	8%	-17%	-21%	19%	0%	-14%	4%	?	-10%
c1ccc(-c2nc3ccccn3c2NC2CCCC2)nc1	20%	-28%	-26%	-5%	?	-20%	?	19%	?
Cc1ccc(S(=O)(=O)N/N=C/c2ccccc2O)cc1	2%	0%	1%	0%	6%	6%	-7%	-6%	25%
CCC(Sc1ccc(Cl)cc1)C(=O)Nc1nnc(-c2cccc([N+](=O)[O-])c2)s1 (stereo not drawn)	-5%	23%	5%	34%	4%	-1%	14%	3%	-2%
CC(=O)c1cccc(NC(=O)C2C3C=CC(C3=C(c3ccccc3)c3ccccc3)C2C(=O)O)c1 (stereo not drawn)	-8%	7%	-1%	7%	-5%	-7%	-4%	6%	-28%
CCCNC(=O)C(Cc1ccccc1)NC(=O)c1cccc([N+](=O)[O-])c1 (stereo not drawn)	11%	-2%	3%	-8%	-6%	15%	0%	26%	4%
CSc1ccc(CNC2CC2)cc1	9%	-12%	4%	-19%	-3%	2%	4%	-3%	24%
Cc1ccc(NC(=S)NN2CCOCC2)c(C)c1	1%	18%	6%	-6%	13%	5%	11%	-6%	-13%
CCc1ccccc1NC(=O)CN(C)C(=O)COC(=O)c1ccccc1Cl	-7%	6%	9%	?	15%	1%	5%	-5%	-11%
CCn1c(=S)[nH]c2ccccc21	-8%	-13%	-11%	0%	11%	-5%	21%	0%[9.22 µM]	3%
Nc1nonc1C(=O)N/N=C/c1ccncc1	0%	-2%	1%	10%	0%	-4%	0%	-5%	4%
Clc1ccccc1CO/N=C1\CCCc2nonc21	7%	22%	1%	?	13%	3%	13%	2%	?
CC(C)NC(=O)N1Cc2cc(C(=O)NCC(F)(F)F)nc(-c3cccc(-c4cc5ccccc5o4)c3)c2[C@@H]1CCO	0%	-3%	-3%	-1%	-18%	4%	?	·	?
COc1ccc(C(C(=O)NCc2ccccc2)N(Cc2ccco2)C(=O)c2snc(C(N)=O)c2N)cc1 (stereo not drawn)	8%	?	-13%	24%	-12%	-3%	1%	0%	?
O=c1[nH][nH]c(C(F)(F)F)c1C=Nc1ccccc1	-15%	2%	0%	7%	25%	5%	14%	-16%	4%
COC(=O)[C@@H](NC(=O)N1CCN(c2cccc(C(F)(F)F)c2)CC1)C(C)C	2%	?	-30%	7%	-1%	-16%	8%	18%	?
CC1=C(C(=O)OC(C)C)C(c2c[nH]c3ccccc23)n2ncnc2N1 (stereo not drawn)	-2%	0%	0%	-21%	3%	-20%	-1%	-6%	?
O=C(COc1ccc2ccccc2c1)NNC(=O)c1ccccc1	3%	4%	-26%	-10%	19%	1%	12%	-10%	-5%
COc1cccc2cc(C(=O)N3CCN(c4cc(C)ccc4C)CC3)c(=O)oc12	-1%	?	-1%	?	·	2%	·	·	6%

Entries listed so far that contain an aryl thioether with sulfur outside any ring (4):
SMILES	GLP-1R agonist	KB-V1 cytotox	HEK293 tox	TDP-43 yeast inh	HT1080 IDH1KD tx	KB-3-1 tox	HT1080-NT tox	SW480 rereplic	GLP-1R inv ag
Cc1cccc(-c2nc3c(c(SCC(=O)N4CCOCC4)n2)COC(C)(C)C3)c1	-1%	0%	1%	12%	19%	28%	19%	4%	-13%
Cc1ccc2cc(C)c(SCC(=O)Nc3ccc(S(=O)(=O)N4CCCC4)cc3)nc2c1	12%	-7%	-2%	-11%	-7%	0%	4%	-13%	-29%
CCC(Sc1ccc(Cl)cc1)C(=O)Nc1nnc(-c2cccc([N+](=O)[O-])c2)s1 (stereo not drawn)	-5%	23%	5%	34%	4%	-1%	14%	3%	-2%
CSc1ccc(CNC2CC2)cc1	9%	-12%	4%	-19%	-3%	2%	4%	-3%	24%

By substructure, those above with a COOH group (two)
SMILES	GLP-1R agonist	KB-V1 cytotox	HEK293 tox	TDP-43 yeast inh	HT1080 IDH1KD tx	KB-3-1 tox	HT1080-NT tox	SW480 rereplic	GLP-1R inv ag
O=C(O)c1ccc2c(c1)C(=O)N(c1cccc3ccccc13)C2=O	4%	?	1%	-16%	12%	-5%	?	-13%	6%
CC(=O)c1cccc(NC(=O)C2C3C=CC(C3=C(c3ccccc3)c3ccccc3)C2C(=O)O)c1 (stereo not drawn)	-8%	7%	-1%	7%	-5%	-7%	-4%	6%	-28%

Source: PubChem BioAssay
